Assay outcomes (PubChem)
Keap1 Nrf2 FP: inhibitors of human Keap1-Nrf2 protein-protein interaction; Q14145; Keap1 Kelch-Nrf2 peptide fluorescence polarization, 1536-well; inhibition, % at 9.4 µM; hit rate 0.15% among 340,000; in the data active = inhibition above about 12%;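 note: human Keap1 Kelch domain with fluorescein labeled Nrf2 9mer peptide probe; 0% = neutral control wells and 100% = peptide positive control; higher means more block of Keap1 binding to Nrf2 peptide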
Arr AP2 block: blocks beta-arrestin peptide binding to AP2 adaptin. FITC-arrestin peptide / GST-AP2 beads, flow cytometry; AP2 beta2 appendage carries R879A mutation. inhibition, % at 10 µM. hit rate 0.31% among 340,000. AID 504490;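 active = inhibition above a set limit, near 3 SD of compounds lacking own fluorescence, cut at about 54% in these data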;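 note: plate controls were DMSO wells for no effect and 5 µM unlabelled arrestin peptide for full effect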
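test system = AP2 appendage R879A on GSH beads | buffer or medium = PBS plus Tween 20 (0.05%) and BSA (0.1%) | incubation = 12 min plus 1 h, RT | detection = bead flow cytometry, FITC channel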
PKA-R2B activ: activates the human PKA-R2B holoenzyme complex; hit rate 0.079% among 340,000; AID 504700; activation, % at 11.4 µM; P22694+P31323; PKA-R2B holoenzyme dissociation, Cy5-IP20 fluorescence polarization; R2B truncated from residue 108, S112A mutant; 0% DMSO only, 100% 113 µM cGMP;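 active = activation above a cutoff set at the mean over all compounds plus 3 SD, cut at about 18% in these data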;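 note: higher means more holoenzyme dissociation and a rise in polarization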
Target sequence (P31323 whole entry, looked up, other chains not shown, the tested form may be a part): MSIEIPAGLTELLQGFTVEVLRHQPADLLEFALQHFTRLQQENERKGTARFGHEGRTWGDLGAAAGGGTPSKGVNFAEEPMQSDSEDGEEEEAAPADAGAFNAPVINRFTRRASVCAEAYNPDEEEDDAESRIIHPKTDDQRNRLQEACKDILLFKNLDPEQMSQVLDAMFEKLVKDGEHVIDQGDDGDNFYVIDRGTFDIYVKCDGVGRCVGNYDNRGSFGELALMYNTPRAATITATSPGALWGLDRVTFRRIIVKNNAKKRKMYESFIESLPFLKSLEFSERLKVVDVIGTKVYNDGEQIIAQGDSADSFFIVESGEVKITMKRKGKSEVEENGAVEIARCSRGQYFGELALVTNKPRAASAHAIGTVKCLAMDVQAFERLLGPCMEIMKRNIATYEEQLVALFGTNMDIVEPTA
SR-BI HDL uptake: mouse SR-BI HDL lipid transfer inhibition; ldlA[mSR-BI] CHO cells, DiI-HDL uptake fluorescence, 3 h; inhibition, % at 12.5 µM; hit rate 0.96% among 320,000; AID 488896;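 active = mean replicate inhibition of at least 70% and a set share of replicates each scoring 70 or more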;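 note: 0% = median of neutral control wells and 100% = median of positive control wells; values of inactives mirror those of a sister screen read the other way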
Target sequence (Q61009 whole entry, looked up): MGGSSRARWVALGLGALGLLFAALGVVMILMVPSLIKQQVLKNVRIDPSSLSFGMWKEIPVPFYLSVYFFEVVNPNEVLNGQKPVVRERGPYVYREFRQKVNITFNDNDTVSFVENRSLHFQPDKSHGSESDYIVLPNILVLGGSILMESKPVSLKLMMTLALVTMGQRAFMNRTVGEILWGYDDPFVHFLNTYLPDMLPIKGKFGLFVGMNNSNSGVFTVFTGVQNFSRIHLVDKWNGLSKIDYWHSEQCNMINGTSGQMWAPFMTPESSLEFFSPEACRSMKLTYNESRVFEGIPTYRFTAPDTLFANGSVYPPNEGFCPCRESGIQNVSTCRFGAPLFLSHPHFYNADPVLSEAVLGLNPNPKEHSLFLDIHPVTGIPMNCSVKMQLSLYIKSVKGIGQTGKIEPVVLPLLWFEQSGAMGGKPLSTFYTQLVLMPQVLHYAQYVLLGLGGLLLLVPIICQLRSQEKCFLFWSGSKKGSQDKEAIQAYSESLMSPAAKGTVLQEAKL
Cardiac RTF inh: cardiac RTF calcium desensitization. hit rate 0.12% among 340,000. AID 493244. inhibition, % at 7.15 µM. P19429+P45379. IANBD-labeled cardiac RTF, Ca2+ fluorescence;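 active = inhibition above the mean inhibition of all tested compounds plus 3 SD, cut at about 17% in these data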;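 note: assay run at fixed EC70 calcium of 1.6 mM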
NSD2 inh: inhibitors of human histone methyltransferase NSD2 | O96028 | NSD2 peptide methylation, AlphaScreen, 120 min | inhibition, % at 12.5 µM | hit rate 0.54% among 310,000; in the data active = inhibition above about 50%
DAGLB inhibitor: diacylglycerol lipase beta (human) inhibition; AID 504411; inhibition, % at 5.17 µM; hit rate 0.059% among 340,000; Q8NCG7; HEK293T DAGLB membrane lysate, EnzChek fluorogenic substrate; in the data active = inhibition above about 34%;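 note: 0% = enzyme with vehicle and 100% = wells lacking enzyme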
PvdQ acylase: blocks Pseudomonas aeruginosa PvdQ acylase activity | hit rate 0.063% among 340,000 | purified PvdQ acylase, fluorescence plate reader | inhibition, % at 10 µM; in the data active = inhibition above about 30%, passing the limit was not always enough;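 note: 0% = vehicle neutral wells and 100% = reference inhibitor wells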
C-LANA FP: KSHV C-LANA DNA binding inhibition; hit rate 0.078% among 340,000; MBP-C-LANA/FAM-LBS DNA binding, fluorescence polarization; AID 504423; inhibition, % at 9 µM;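 active = highest replicate inhibition at or above 60% at 9 µM, even if other replicates fall short; inactive = all replicates below 60% inhibition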;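 note: 0% = neutral control wells and 100% = 4 µM acridine orange control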
SR-BI uptake up: activators of SR-BI mediated HDL lipid uptake; hit rate 0.096% among 320,000; CHO ldlA[mSR-BI] cells, DiI-HDL uptake fluorescence, 3 h; 100 = double the neutral-control signal; activation, % at 12.5 µM;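 active = mean replicate activation of at least 60% and every replicate at or above 60%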;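 note: 0% = median plate neutral-control signal and 100% = twice that signal; values of inactives mirror those of a sister screen read the other way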
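System: CHO ldlA[mSR-BI] cells / Medium: HEPES-buffered (25 mM, pH 7.4) F12 plus 0.5% BSA / Probe or stimulus: labelled HDL, 10 µg/mL / Doses: single compound concentration, delivered by pin transfer / Schedule: 3 h, 37 °C / Measured by: DiI fluorescence, bottom read / Measure: cell-associated DiI fluorescence as measure of HDL uptake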
* marks the source's active call; other numbers are inactive results; · = no result given.

canonical_smiles,Keap1 Nrf2 FP,Arr AP2 block,PKA-R2B activ,SR-BI HDL uptake,Cardiac RTF inh,NSD2 inh,DAGLB inhibitor,PvdQ acylase,C-LANA FP,SR-BI uptake up
O=C(O)CC(CC(=O)NCC(O)c1ccccc1)c1ccccc1 (stereo not drawn),-2,-9,-11,·,-2,0,5,-7,0.5,·
O=C(NCCCn1ccnc1)C(=O)NCC(c1ccco1)N1CCN(c2ccc(F)cc2)CC1 (stereo not drawn),-3,9,-11,·,-6,·,-5,-9,1.1,·
COC(=O)C(CC(C(=O)OC)C(=O)OC)C(=O)OC,4,-9,-7,-9,1,-3,-3,0,1.4,9
CC(=O)Nc1nc(C(=O)O)cs1,6,0,0,7,-34,46,0,11,-2.0,-7
Cc1ccc(C(=O)OCc2nc3ccsc3c(=O)[nH]2)o1,-5,6,-15,-5,-1,3,0,6,0.6,5
CCCOc1ccc(N2C(=O)CC(NCCc3ccc(S(N)(=O)=O)cc3)C2=O)cc1 (stereo not drawn),-5,23,-4,-9,1,·,-1,2,-0.6,9
O=C(CN1C(=O)c2ccccc2C1=O)Nc1cc([N+](=O)[O-])ccc1O,-2,12,9,-31,-7,-4,3,-7,-0.6,31
O=C1[C@H]2[C@@H](c3ccc(F)cc3)N3C(=O)N(c4cccc(F)c4)C(=O)[C@@]3(Cc3ccc(Cl)cc3)[C@H]2C(=O)N1C1CCCCC1,2,-1,-3,-7,-2,·,-9,-11,-0.5,7
COc1ccc(C(CC(=O)O)NC(=O)c2ccccc2)cc1OC (stereo not drawn),-6,1,-4,-6,2,-1,3,13,1.8,6
COCCCn1c(SCC(=O)O)nc2cc(OC)c(OC)cc2c1=N,-2,13,·,-10,·,-3,·,-8,-1.8,10
COc1ccc(C2c3c(ccc4ccccc34)Oc3ncn4nc(-c5ccco5)nc4c32)cc1 (stereo not drawn),0,8,5,-20,-9,0,-1,-11,-3.4,20
COC(=O)CCN(C(=O)c1cccc(OC(C)=O)c1)c1ccccn1,-1,-3,-2,-9,-13,-1,0,-12,0.1,9
CC(C)(C)NC(=O)C(c1ccncc1)N(C(=O)Cn1nnc(-c2ccc(F)cc2)n1)c1ccccc1F (stereo not drawn),0,41,-4,1,-13,-3,-3,5,-0.9,-1
CCC(=O)OCc1c(C(F)(F)F)nn(C)c1Oc1cccc(C(F)(F)F)c1,-2,-10,7,13,-7,-1,-10,-12,0.8,-13
COc1ccc(N2CCN(C(=O)CSc3nnc4c(C)cc5c(C)cc(C)cc5n34)CC2)cc1,-3,7,-7,43,-5,2,1,-8,-1.2,-43
Cc1cc(C)n(C/C=C/Cn2nc(C)cc2C)n1,-1,5,3,-8,-11,-3,-4,-14,1.0,8
O=C(NCc1ccccc1)c1nc[nH]c1C(=O)N1CCN(c2ccccc2)CC1,-4,-13,5,-18,-8,·,1,-14,-1.9,18
CCCCCCCC(=O)NNC(=O)CC(=O)Nc1ccccc1C(=O)O,1,22,-3,-24,4,-1,0,5,0.0,24
O=C1CCCN1CCCNS(=O)(=O)c1ccc(Br)s1,-1,-10,4,4,-4,7,0,-9,-1.4,-4
CC(=O)N1CCN(c2ccc([N+](=O)[O-])c(NCC3CCCO3)c2)CC1 (stereo not drawn),-6,-5,4,10,-10,5,5,12,-1.4,-10
Cc1ccc(-c2c(C(=O)N/N=C/c3ccncc3)nnn2-c2nonc2N)cc1,3,7,8,46,-9,2,2,10,-0.7,-46
CCc1c(C)nc(Nc2nc(C)c3cc(OC)ccc3n2)[nH]c1=O,-5,0,-11,26,-6,-3,1,-15,-0.2,-26
O=C(CN1CCN(CCOCCO)CC1)N1c2ccccc2Sc2ccc(Cl)cc21,0,13,10,-28,-4,·,-1,-4,1.6,28
COc1cccc(Cn2nnc(C(=O)Nc3cc(C)ccc3OC)c2N)c1,-3,1,-6,12,-5,·,-3,7,0.3,-12
COc1ccc(S(=O)(=O)N2CCOC2CNC(=O)C(=O)NCc2cccnc2)cc1OC (stereo not drawn),0,-7,-4,-10,3,·,-1,-7,0.6,10
COc1ccc(C(=O)N2CCN(Cc3nc(CC4CC4)no3)CC2)cc1,0,-10,-10,-7,2,-2,0,-9,-0.1,7
O=C1c2cccnc2C(O)N1C1CCCCC1 (stereo not drawn),-6,-4,1,-12,-10,-4,-1,-13,-0.8,12
O=C1NC(c2ccccc2)=NC1(NS(=O)(=O)c1ccccc1)C(F)(F)F (stereo not drawn),0,-3,-6,-47,-2,-2,2,-4,1.0,47
O=C(Nc1ccc(Cl)cn1)c1ccc(COCC(F)(F)C(F)F)o1,1,28,6,1,-1,·,-1,-3,-1.2,-1
COc1ccc(C(C)=O)cc1CSc1nnnn1-c1ccc(O)cc1,-12,2,0,·,-9,0,0,-6,-1.2,·
CCc1cccc(NC(=O)CCS(=O)(=O)c2cccc3nonc23)c1,4,19,-1,-2,-2,·,-1,3,-0.3,2
COC(=O)Nc1ccc(S(=O)(=O)N2CCN(C)CC2)cc1,5,6,-8,-44,4,0,-1,-16,2.5,44
CC(C)Cn1c(N)c(C(=O)COC(=O)c2ccc3c(c2)OCCO3)c(=O)n(C)c1=O,2,18,14,7,5,-3,-1,-8,-1.1,-7
CCOc1ccccc1CN1CCNC(=O)C1CC(=O)NCc1nc(C)cs1 (stereo not drawn),-6,-8,4,-26,-5,0,2,-3,0.1,26
CCN(C(=O)c1cccnc1SC)C12CC3CC(CC(C3)C1)C2,-4,7,6,14,-2,5,-5,-9,-0.8,-14
Cc1nnc(SC(C)C#N)n1-c1ccccc1 (stereo not drawn),-4,-5,-10,-30,-4,-2,-1,-13,0.3,30
O=c1c(Cc2c(F)cccc2Cl)c(O)ccn1CCc1c[nH]c2ccccc12,-2,-13,-4,3,-7,0,1,-12,1.2,-3
CCN(CCNC(=O)C1CC(=O)N(CCc2ccccc2)C1)c1ccccc1 (stereo not drawn),-4,28,7,41,4,5,0,6,1.0,-41
CC(C)CNC(=O)c1noc2c1CCCC2,0,7,-11,-5,-15,·,0,-13,0.4,5
COc1ccc(OC)c(S(=O)(=O)n2ccc(C)n2)c1,-2,11,-9,9,-1,-2,1,-6,-0.8,-9
Cc1cccc2c(N)c3c(nc12)N(C)CC3,3,4,-1,-22,-3,15,-2,-6,-1.8,22
COc1ccc(CCNC(=O)C2CCN(C(=O)c3ccccc3C)CC2)cc1,-4,2,-9,·,-1,51*,0,-10,-1.0,·
Cc1ccc2c(c1)CN1CN2Cc2cc(C)ccc21,1,12,2,5,-2,13,1,-11,-4.6,-5
CCOC(=O)C1C(c2ccc(O)c(OCC)c2)NC(=S)NC1(O)C(F)(F)F (stereo not drawn),0,18,-10,-11,-5,1,0,0,-2.1,11
CCCCOc1ccc(Nc2cc(Cl)ccc2C(=O)O)cn1,5,7,-3,-7,-9,12,14,-5,1.8,7
CC1(C)[C@@H](O)CC[C@]2(C)C3C(O)C=C4[C@H]5C[C@@](C)(CO)CC[C@]5(C)CC[C@]4(C)[C@]3(C)CC[C@@H]12 (stereo partly drawn),4,19,2,-6,-14,·,1,-10,-0.2,6
COc1ccccc1-c1cc(C(=O)Nc2cc(C)n(Cc3ccc(Cl)cc3)n2)no1,1,-5,-4,67,-2,2,-4,-16,-0.1,-67
O=C(CSc1n[nH]c(=O)[nH]c1=O)Nc1ccc(Br)cc1Br,-1,-4,4,-3,2,1,1,0,-0.4,·
CC1Cn2c(nc(=O)c3c2NCN(CCc2ccccc2)C3)S1 (stereo not drawn),-6,-2,-9,-12,7,1,0,-4,0.8,12
CCOC(=O)N1CCN(Cc2nc3c(c(=O)n(C)c(=O)n3C)n2Cc2cccc(C)c2)CC1,1,3,4,-12,-12,2,0,-9,1.8,12

More results:
canonical_smiles,Keap1 Nrf2 FP,Arr AP2 block,PKA-R2B activ,SR-BI HDL uptake,Cardiac RTF inh,NSD2 inh,DAGLB inhibitor,PvdQ acylase,C-LANA FP,SR-BI uptake up
C=CCSc1nnc(NC(=O)CSc2nc3ccccc3o2)s1,-3,5,-7,-4,-9,0,1,-7,-1.3,4
Cc1ccc(NC(=O)CC(NC(=O)c2ccccc2Cl)c2ccccc2)nc1 (stereo not drawn),-7,-1,2,-12,-8,-1,0,-14,2.7,12
COc1ccc(Cl)cc1NC(=O)NCc1ccc2c(c1)OCO2,-4,-10,-3,-1,-5,-1,-7,-14,2.7,1
O=C(O)COc1ccccc1C=NNc1ccc([N+](=O)[O-])cc1S(=O)(=O)Nc1ccc(Cl)cc1,-2,-14,-1,26,4,41,17,-9,3.7,-26
C=CC[C@@H](CC(=O)N[C@H](CO)Cc1ccccc1)C(=O)N[C@@H](COC(=O)[C@H](CC=C)CC(=O)OC(C)(C)C)Cc1ccccc1,-2,-9,2,11,4,·,-1,-3,0.2,-11
CCc1ccc(CN(C)Cc2nc(Cc3ccc(OC)c(OC)c3)no2)nc1,0,1,-10,-12,-7,-2,0,6,13,12

Rows are unselected; overall some 2.1% were active at least once.
